p53 reactivator = qHTS assay for re-activators of p53 using a Luc reporter. H1299 p53-A138V BP100-luciferase reporter, luminescence, 24 h. 320,000 tested, 0.063% active. AID 504706, 2011. Potency, µM (top dose mostly 92.2 µM), for inactives: at the highest dose activity change, positive = activation, actives largely listed as activators; note: potency is the fitted concentration of half-maximal effect; % of control where 0% means no effect; nearly all actives have a fitted effect of over 45% in size
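H1299 (p53-null), stable ts p53-A138V + BP100-Luc; 1000 cells/well, Opti-MEM/10% FBS; cpd 4 pt, 1:5; 24 h, 37 deg C, 5% CO2; detection reagent 10 min RT; luminescence.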
Gal4-VP16 FLuc = VP16 counterscreen qHTS for inhibitors of ROR gamma transcriptional activity | Potency, µM (titrated, usually from 53.6 µM), for inactives: at the top dose activity, negative = inhibition, actives largely listed as inhibitors | 310,000 tested, 3.5% active | Drosophila S2 Gal4-VP16 UAS-luciferase, luminescence, 20 h;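 note: Gal4-VP16 expression switched on by copper sulfate through the metallothionein promoter; potency is the fitted concentration of half-maximal effect; % is set by controls: 0 for no effect and ±100 for the full control effect; nearly all actives have a fitted effect of over 50% in size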
BRCA1 expr act = qHTS Assay to Identify Small Molecule Activators of BRCA1 Expression; MCF7-BRCA1-FFLuc reporter, luminescence, 48 h; response scale: scaled: vehicle 0%, 10 µM genistein 100%; Potency, µM (titrated, usually from 46.1 µM), for inactives: top-dose activation, most hits filed as activators; 380,000 tested, 1.1% active; AID 624202, 2012; note: potency is the fitted concentration of half-maximal effect; nearly all actives have a fitted effect of over 80% in size; some results filed as inactive show a strong effect at the top dose
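Luminescence from a BRCA1-driven firefly luciferase in MCF7 cells was the read-out, taken 15 min after substrate addition following 48 h compound exposure at 37 °C. Data were normalized to a 10 microM genistein control and DMSO vehicle.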
PKM2 act = qHTS Assay for Activators of Human Muscle isoform 2 Pyruvate Kinase; Potency, µM (top dose mostly 57.5 µM), for inactives: at the top dose activation, actives largely listed as activators; 260,000 tested, 0.34% active; purified PKM2, Kinase-Glo ATP luminescence, activation; response scale: 0% is enzyme alone, no compound; AID 1631, 2009; note: potency is the fitted concentration of half-maximal effect; % is set by controls: 0 for no effect and ±100 for the full control effect; nearly all actives have a fitted effect of over 55% in size
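Kinase-Glo luminescence reports ATP generated from ADP (0.1 mM) and PEP (0.5 mM) by purified hPK-M2 after 1 h at room temperature, pH 7.2 imidazole buffer; intermediate enzyme activity allows detecting inhibitors and activators.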
NPC1 promoter act = qHTS Assay for NPC1 Promoter Activators; Huh7 NPC1 promoter luciferase reporter, 24 h; Potency, µM (top dose mostly 9.22 µM), for the others: at the top dose activation, most hits filed as activators; 320,000 tested, 2.4% active; AID 485313, 2010;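 note: potency is the fitted concentration of half-maximal effect; % of control where 0% means no effect; nearly all actives have a fitted effect of over 60% in size; reporter is driven by a mutant NPC1 promoter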
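Stable NPC1-promoter luciferase Huh7 line; cpd (DMSO) 24 h, 37 °C, 5% CO2; Amplite luciferase reagent 10 min RT; luminescence readout. qHTS format.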
Giardia kill = Small Molecules that selectively kill Giardia lamblia: qHTS; 340,000 tested, 0.15% active; activity change, % at 7.66 µM, hits read low; AID 540267, 2011; Giardia lamblia trophozoite viability; in the data active = activity change below about -80%; inconclusive = between about -30% and that limit;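 note: parasites exposed to compound for two days anaerobically before the ATP read; % is set by controls: 0 for no effect and ±100 for the full control effect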
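Media and compound were dispensed first, then trophozoites at 100 cells/well; plates sat 48 hrs at 37 deg C without oxygen before ATP luminescence reagent was added and read after 15-30 min at room temperature.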
Rab9 prom act = qHTS Assay for Rab9 Promoter Activators. Huh7 Rab9 promoter-luciferase reporter, luminescence, 24 h. Potency, µM (highest dose often 9.22 µM), without a hit: at the top dose activation, negative = inhibition, hits mostly activators. 320,000 tested, 2.8% active. AID 485297, 2010; note: potency is the fitted concentration of half-maximal effect; % of control where 0% means no effect; nearly all actives have a fitted effect of over 60% in size
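Luminescence from Amplite-detected luciferase (10 minutes, ambient) reports Rab9 promoter activation. Before that, stable Rab9-luciferase Huh7 cells (1500/well, reduced-serum OP-MEM I plus 10% FBS) were exposed to compound for 24 hours at 37C.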
RORgamma inh = qHTS for inhibitors of ROR gamma transcriptional activity; Nuclear receptor ROR-gamma (Mus musculus), P51450; Drosophila S2 Gal4-RORgamma UAS-luciferase reporter, 20 h; Potency, µM (top dose mostly 53.6 µM), for inactives: top-dose activity change, negative = inhibition, usual class: inhibitors; 310,000 tested, 5.4% active; note: potency is the fitted concentration of half-maximal effect; % is set by controls: 0 for no effect and ±100 for the full control effect; nearly all actives have a fitted effect of over 60% in size
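Drosophila S2 cells stably expressing Gal4-DBD/mouse RORγ fusion under metallothionein promoter plus UAS-luciferase; compound 1 h, then 700 uM CuSO4 induction for 20 h at ambient temperature; inhibition read as reduced luminescence.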
FLuc counter = qHTS profiling assay for firefly luciferase inhibitor/activator using purifed enzyme and Km concentrations of substrates (counterscreen for miR-21 project). purified FLuc, Km substrates, luminescence inhibition. Potency, µM (top dose mostly 57.5 µM), without a hit: at the top dose activity change, negative = inhibition, actives largely listed as inhibitors. 360,000 tested, 6.9% active. AID 588342, 2011;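 note: potency is the fitted concentration of half-maximal effect; plate controls were vehicle for no effect and reference inhibitor for full effect; nearly all actives have a fitted effect of over 55% in size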
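Purified P. pyralis luciferase, 10 nM final, with Km-level 10 uM D-luciferin and 10 uM ATP in 50 mM Tris acetate pH 7.5, 10 mM Mg acetate, 0.01% Tween-20, 0.05% BSA; 6-point qHTS titration about 60 µM downward; luminescence read.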
Menin MLL FP TR = qHTS Assay for Inhibitors Targeting the Menin-MLL Interaction in MLL Related Leukemias: Competition With Texas Red Labeled MLL-derived Mutant Peptide; Menin + Texas Red MLL mutant peptide, fluorescence polarization; 270,000 tested, 0.23% active; O00255; Potency, µM (top dose mostly 61.6 µM), for inactives: at the highest dose FP activity change, negative = inhibition, most hits filed as inhibitors; active = well fitted inhibition curve with a large enough effect in the polarisation, with a control signal flat, not every such curve was filed as active; inconclusive = small, poorly fitted or top-dose-only effect, or effect the other way, or a change in a side signal; inactive = no such curve, though single readings can be large or run the other way; the % refers to the polarisation; note: potency is the fitted concentration of half-maximal effect; % of control where 0% means no effect; many of its hits are not listed in these tables
Target sequence (O00255 whole entry, looked up): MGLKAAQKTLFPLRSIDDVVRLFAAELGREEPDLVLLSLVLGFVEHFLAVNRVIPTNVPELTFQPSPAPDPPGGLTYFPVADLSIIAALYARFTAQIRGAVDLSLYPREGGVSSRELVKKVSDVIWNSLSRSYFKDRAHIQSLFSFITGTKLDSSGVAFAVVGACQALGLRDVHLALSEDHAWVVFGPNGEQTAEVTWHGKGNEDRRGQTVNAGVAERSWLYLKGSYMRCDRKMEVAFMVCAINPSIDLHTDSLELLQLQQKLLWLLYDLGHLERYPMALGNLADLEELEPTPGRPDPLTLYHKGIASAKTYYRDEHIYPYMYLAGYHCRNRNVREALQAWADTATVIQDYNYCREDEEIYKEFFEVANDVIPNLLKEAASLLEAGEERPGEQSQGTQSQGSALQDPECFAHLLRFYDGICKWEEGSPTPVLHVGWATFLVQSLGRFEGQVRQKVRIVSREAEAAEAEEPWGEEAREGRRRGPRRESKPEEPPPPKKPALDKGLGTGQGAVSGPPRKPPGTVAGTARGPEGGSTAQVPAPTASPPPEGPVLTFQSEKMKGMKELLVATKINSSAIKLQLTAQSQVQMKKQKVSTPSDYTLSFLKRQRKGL
ELG1 genotox = qHTS screen for small molecules that induce genotoxicity in human embryonic kidney (HEK293T) cells expressing luciferase-tagged ELG1; AID 504466, 2011; 330,000 tested, 1.3% active; Potency, µM (series often up to 46 µM), inactives show at the highest dose activity change, positive = activation, actives largely listed as activators; HEK293T ELG1-luciferase reporter, luminescence, 16 h; note: potency is the fitted concentration of half-maximal effect; % of control where 0% means no effect; nearly all actives have a fitted effect of over 60% in size
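ELG1-luciferase HEK293T cells, 2,000/well; compound pinned in; 16 hr, 37 °C, 5% CO2; ONE-Glo, 30 min RT; luminescence on CCD imager.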
The depositor's hits bear a star; ? = inconclusive; · = no result given; [ ] = another dose, or the depositor's remark. Unless noted, calls come from the whole dose curve; as a rule, active = well fitted curve in the direction sought with a large enough effect; inconclusive = small, poorly fitted or top-dose-only effect, or another doubt; inactive = no such curve, though single readings can be large; an effect the other way counts as inactive or inconclusive.

no.	SMILES	p53 reactivator	Gal4-VP16 FLuc	BRCA1 expr act	PKM2 act	NPC1 promoter act	Giardia kill	Rab9 prom act	RORgamma inh	FLuc counter	Menin MLL FP TR	ELG1 genotox
1	COc1ccc(CCN=C(NS(=O)(=O)c2ccc(Cl)cc2)c2ccccc2)cc1	1%	3%	-21%	21%	0%	3	0%	5%	2%	10%	-5%
2	O=C(Nc1cccc(Cl)c1)Nn1cnnc1	-1%	9%	-1%	-3%	-1%	-18	-6%	-15%	5%	21%	-1%
3	O=C1c2ccccc2-c2nnc(-c3ccc(F)cc3)cc21	15%	-6%	67%	·	?	?	0.32µM*	3%	0.43µM*	4%	?
4	O=S(=O)(c1ccccc1Cl)N1CCC(O)(c2cccnc2)CC1	-1%	1%	-11%	-3%	-1%	-10	-1%	22%	0%	-4%	-3%
5	CCN(CC)C(=O)CNC(=S)N(CCCN1CCOCC1)Cc1cccs1	11%	1%	-16%	-8%	3%	-3	0%	-20%	1%	-4%	2%
6	COc1ccc(CC(=O)Nc2cccc(-c3ccc4nncn4n3)c2)cc1OC	-2%	-1%	-15%	3%	-20%	17	-9%	41%	4%	-13%	-15%
7	CCOC(=O)CNC(=O)CNC(=O)c1nn(-c2ccc(OC)c(Cl)c2)c(=O)c2ccccc12	-5%	-5%	4%	4%	-1%	-3	1%	28%	-4%	9%	-4%
8	NC(=O)CN1CCN(c2nc(-c3ccc(F)cc3)cs2)CC1	-5%	-4%	60%	-2%	-2%	10	4%	11%	?	-10%	-1%
9	COc1ccc(OC(=O)CCc2c[nH]c3ccccc23)cc1	1%	-3%	0%	5%	-6%	-20	-2%	12%	?	?	10%
10	NC(=O)C1CCN(C(=O)CCSCc2ccc(Cl)c(Cl)c2)CC1	2%	8%	-4%	-2%	2%	10	3%	-14%	3%	9%	-1%
11	CCCCCCCCn1c(N2CCN(c3cccc(Cl)c3)CC2)nc2c1c(=O)[nH]c(=O)n2C	1%	2%	1%	-2%	4%	-8	0%	-2%	-1%	?	0%
12	Cc1oc2ccc(NS(=O)(=O)c3cccc4cccnc34)cc2c1C(=O)OC(C)C	-2%	0%	-71%	0%	-8%	4	-2%	?	3%	10%	-3%
13	C(=N\n1cnnc1)/c1ccc(OCc2ccccc2)cc1	17%	13%	13µM*	17%	0%	3	8%	36%	?	9%	?
14	Cc1ccc(N2CC(C(=O)N3CCC(C(=O)Nc4cccc(Br)c4)CC3)CC2=O)cc1 (configuration not stated)	-12%	0%	-3%	-6%	-3%	-13	1%	43%	-1%	47%[activator]	-11%
15	Cc1nc(CCNC(=O)C2CCC(=O)N(Cc3cccc(F)c3)C2)sc1C (configuration not stated)	3%	-7%	-2%	·	-2%	1	-7%	-3%	0%	·	7%
16	Cc1ccc2ncnc(Oc3ncccc3[N+](=O)[O-])c2c1	14%	?	7%	-5%	19%	-11	7%	27%	-10%	·	16%
17	Cc1cc(C(=O)N2CCCC(Nc3ccc(C(C)C)cc3)C2)nn1C (configuration not stated)	0%	2%	-5%	-14%	-3%	-1	13%	19%	0%	-12%	-9%
18	CCOc1ccc(C(=O)Nc2ccc(S(=O)(=O)N3CCN(C)CC3)cc2)cc1	-1%	-10%	-37%	-1%[11.5 µM]	7%	3	7%	?	5%	18%	-8%
19	Cc1ccccc1CC(=O)Nc1ccon1	6%	-2%	0%	1%	-1%	4	9%	-28%	-1%	11%	-16%
20	O=C(COc1cccc(C(F)(F)F)c1)Nc1cccnc1	4%	2%	14%	14%	4%	7	9%	2%	2%	-12%	-1%
21	Cc1cc(C(=O)COc2ccc(C#N)cc2)c(C)n1-c1ccc2c(c1)OCO2	-7%	?	-26%	-5%	-11%	13	-7%	-12%	-1%	-13%	2%
22	COc1ccccc1CC(=O)NC1CCCc2ccccc21 (configuration not stated)	-3%	3%	-19%	-4%	-2%	1	-21%	-10%	0%	-9%	-1%
23	CCNC(=O)CN(c1ccc(C)cc1)S(=O)(=O)c1ccc(SC)cc1	3%	-7%	-5%	-11%	2%	-7	-4%	-20%	0%	3%	0%
24	CC1CCN(C(=S)NC(=O)c2ccco2)CC1	15%	6.3µM*	5%	-5%	-4%	-13	-2%	4µM*	-4%	·	?
25	COc1cc(CNCc2cccs2)ccc1OCc1cccs1	1%	-9%	15%	6%	12%	-1	8%	4%	-19%	3%	0%
26	O=C(Nc1ccc(S(=O)(=O)NCC2CCCO2)cc1)c1ccc(F)cc1 (configuration not stated)	3%	?	-37%	·	-15%	12	-16%	?	2%	?	-19%
27	CCCS(=O)(=O)N1CCC(C(=O)NC2CCC(C)CC2)CC1 (configuration not stated)	27%	3%	?	2%	?	4	4µM*	14%	-16%	9%	?
28	Cc1nc2c(ccc3nc(NC(=O)C(c4ccccc4)c4ccccc4)sc32)s1	4%	5µM*	-34%	3%	-8%	-22	-5%	?	-1%	-12%	2%
29	CCCc1cc(-c2nc(-c3ccc(Cl)cc3)cs2)ccn1	14%	-7%	34%	0%	4%	-5	-2%	-40%	?	1%	0%
30	COc1ccc(C(=O)Nc2ccccc2C)cc1S(=O)(=O)N1CCOCC1	-8%	-5%	-17%	·	2%	25	-2%	-2%	-1%	·	4%
31	CCOC(=O)N1CCN(C(=O)c2cc3cc(OC)c(OC)cc3[nH]2)CC1	-1%	0%	1%	·	0%	23	-3%	5%	-2%	-9%	3%
32	O=C(NC1CCCCCC1)c1ccc(CS(=O)(=O)Cc2ccc(F)cc2)o1	2%	-16%	52%	·	17%	-19	11%	?	-15%	·	7%
33	Cc1ccc(CNC(=O)CSc2n[nH]c(N)n2)cc1	-10%	-2%	15%	0%	0%	12	-1%	-42%	5%	-13%	2%
34	Cc1nc(C)c(C(=O)O)s1	1%	-2%	0%	-5%	-2%	-3	-1%	14%	1%	·	0%
35	O=C(O)Cc1c(O)ccc2ccccc12	0%	1%	0%	-2%	-3%	-16	-1%	18%	-5%	28%	-4%
36	CC1CC(C)(C)NC(=S)N1CCC(=O)N1CCc2ccccc21 (configuration not stated)	-4%	?	-31%	·	0%	-4	3%	6.3µM*	-3%	-10%	-3%
37	COc1ccc([C@H]2CC(=O)C=C(c3ccc(-c4ccccc4)c(F)c3)C2)cc1OC	24%	·	-2%	·	-6%	-8	-6%	·	-1%	·	5%
38	CCCCSc1nnc(CSc2nc3nc(C)cc(C)n3n2)o1	-4%	-7%	24%	-5%	-1%	17	2%	6%	0%	1%	1%
39	CCCCCCN1CC(C(=O)OCC)C(=O)C1=O (configuration not stated)	-1%	-15%	-14%	-16%	-2%	-8	1%	-3%	6%	8%	0%
40	N#CC1=C(N)C(C#N)(C#N)C(c2cccnc2)C2CN(C(=O)OCc3ccccc3)CC=C12 (configuration not stated)	-25%	-12%	-15%	0%	-3%	-1	1%	?	4%	-16%	0%
41	Nc1nc(SCC(=O)c2c(N)n(C3CC3)c(=O)[nH]c2=O)n[nH]1	11%	·	0%	·	-1%	-10	-2%	·	-1%	·	-1%
42	O=C(c1cc(S(=O)(=O)N2CCN(c3ccccc3)CC2)ccc1Cl)N1CCCCCCC1	-4%	·	-50%	·	0%	3	-19%	·	1%	·	-3%
43	COc1ccc(-c2cn(-c3ccc(OC)cc3)c3[n+]2-c2ccccc2CC3)cc1	11%	4.5µM*	-68%	-22%	-31%[inhibitor]	19	-42%[inhibitor]	?	3%	0%	-3%

Assay outcomes as filed in PubChem BioAssay.

An excerpt; rates above refer to the full screens.
